# Bioassay records as filed in PubChem.
# TDP1 cell noCPT – qHTS for Inhibitors of human tyrosyl-DNA phosphodiesterase 1 (TDP1): qHTS in cells in absence of CPT; DT40 Tdp1-/- hTDP1 cells, no CPT, ATP luminescence, 48 h; Potency, µM (top dose mostly 46.2 µM), inactives show at the top dose activity change, negative = growth inhibition, usual class: inhibitors; hit rate 15% among 420,000; AID 686978, 2013; further: nearly all actives have a fitted effect of over 55% in size
#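 Readout: luminescence from CellTiter-Glo after 30 min in the dark at RT. Cells: DT40 Tdp1-/- with stable hTDP1, 400/well. Exposure: compounds alone, ≥48 hr, 37 °C.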
# TDP1 cell CPT – DT40-hTDP1 cell growth loss with CPT; chicken DT40 Tdp1-/-;hTDP1 cells + 20 nM CPT, ATP luminescence, 48 h; Potency, µM (highest dose often 46.2 µM), inactives show at the top dose activity change, negative = growth inhibition, actives largely listed as inhibitors; hit rate 12% among 420,000; further: nearly all actives have a fitted effect of over 55% in size
#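 Chicken DT40 Tdp1-/- cells complemented with human TDP1, 400 cells/well, exposed to compounds plus 20 nM camptothecin for at least 48 h at 37 C; viability read as ATP content by CellTiter-Glo luminescence.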
# GCN5L2 inh – blocks human GCN5L2 histone acetyltransferase | GCN5L2 HAT assay, ThioGlo1 CoA-SH fluorescence | Potency, µM (doses to about 58.9 µM), inactives show top-dose activity change, negative = inhibition, hits mostly inhibitors | Q92830 | hit rate 0.21% among 390,000
# Target sequence (Q92830 whole entry, looked up): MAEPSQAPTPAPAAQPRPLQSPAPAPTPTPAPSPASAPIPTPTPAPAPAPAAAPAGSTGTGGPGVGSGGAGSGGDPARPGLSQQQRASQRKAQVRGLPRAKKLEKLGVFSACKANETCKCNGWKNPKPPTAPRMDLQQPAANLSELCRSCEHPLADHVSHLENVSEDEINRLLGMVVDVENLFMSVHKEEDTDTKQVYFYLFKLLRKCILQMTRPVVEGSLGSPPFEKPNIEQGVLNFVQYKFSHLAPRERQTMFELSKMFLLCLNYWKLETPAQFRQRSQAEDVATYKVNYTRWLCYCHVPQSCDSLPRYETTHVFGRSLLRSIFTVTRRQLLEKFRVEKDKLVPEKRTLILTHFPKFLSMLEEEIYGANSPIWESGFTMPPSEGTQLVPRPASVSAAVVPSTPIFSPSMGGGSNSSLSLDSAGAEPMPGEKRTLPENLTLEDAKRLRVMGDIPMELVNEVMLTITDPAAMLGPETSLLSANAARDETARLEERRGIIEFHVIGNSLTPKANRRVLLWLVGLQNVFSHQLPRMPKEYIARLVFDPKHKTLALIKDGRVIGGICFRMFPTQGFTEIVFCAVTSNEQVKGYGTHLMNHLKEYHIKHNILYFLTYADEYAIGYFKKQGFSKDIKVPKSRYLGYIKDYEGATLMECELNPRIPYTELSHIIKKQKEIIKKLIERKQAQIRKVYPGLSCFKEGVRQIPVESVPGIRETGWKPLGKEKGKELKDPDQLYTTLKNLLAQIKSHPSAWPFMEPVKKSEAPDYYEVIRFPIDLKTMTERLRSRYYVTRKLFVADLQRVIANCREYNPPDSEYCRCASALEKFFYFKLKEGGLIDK
#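 Free CoA generated was detected with ThioGlo1 (50uM) fluorescence at Ex340nm/Em540nm, read immediately and after 20 min at room temperature. Enzyme, 20 nM in HEPES pH 7.5 buffer, saw compounds 15 min before adding 75uM H3(1-25) peptide and 70uM acetyl-CoA.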
# The depositor's hits bear a star; ? = inconclusive; · = not tested or not shown; & = joins results of further samples; [ ] = dose if it differs, or a comment. The call rests on the fitted dose curve; in most records, active means well fitted curve in the direction sought with a large enough effect; inconclusive means small, poorly fitted or top-dose-only effect, or another doubt; inactive means no such curve, though single readings can be large; an effect the other way counts as inactive or inconclusive. On the % scale 0 is the no-effect control and ±100 the full control effect; potency means the concentration at half of the fitted maximal effect.
Structure	TDP1 cell noCPT	TDP1 cell CPT	GCN5L2 inh
O=C1C=CN2CCCCC2CC1 (centres undefined)	16µM*	10µM*	-4%
O=C(COC(=O)CCSc1ccc(Cl)cc1)NCc1ccco1	-16%	8%	-2%
COc1cccc(NC(=O)CSc2nc3ccsc3c(=O)n2-c2ccc(C(=O)O)cc2)c1	-17%	1%	-6%
Cc1ccc(-n2c(SCC(=O)Nc3ccc(N4CCOCC4)cc3)nc3ccccc3c2=O)cc1	?	-26%	3%
CC(C)Cn1c(N)c(C(=O)CSc2ccc3c(c2)OCCO3)c(=O)n(C)c1=O	3.7µM*	4.1µM*	-6%
CC(C)OC(=O)/C(=C/c1ccco1)c1ccccc1	-25%	0%	-9%
COc1cc(OC)c2c(-c3ccccc3)cc(=O)oc2c1C(CCN1CCCCC1)c1ccc2c(c1)OCO2 (centres undefined)	7.3µM*	9.2µM*	0%
CCOC(=O)c1sc(NC(=O)C(CC)Sc2nnc3c4ccccc4n(C(C)C)c3n2)nc1C (centres undefined)	?	?	-4%
C=CCNC(=S)NN=C1CCCCCCC1	26µM*	16µM*	-3%
C[C@H](O)[C@@H]1C(=O)N2CCc3ccc(N4CCN(C)CC4)cc3[C@@H]2C[C@@H]1N(C)C(=O)NC1CCCCC1	-18%	1%	·
Cc1cc(O)c2c(CN3CCN(Cc4ccccc4)CC3)cc(=O)oc2c1	15µM*	?	-3%
S=c1[nH]cnc2sc(Nc3ccccc3)nc12	15µM*	15µM*	-1%
COc1ccc(NS(=O)(=O)c2ccc3nc(COc4ccc5ccccc5c4)[nH]c3c2)cc1	?	18µM*	-10%
COc1ccc(S(=O)(=O)N2CCN(CC(=O)Nc3ccccc3Cl)CC2)cc1	-23%	?	-24%
Cn1c(=O)c(=O)n(C)c2cc(S(=O)(=O)N3CCOCC3)ccc21	4%	-29%	4%
CCOC(=O)c1cnc(SCC)[nH]c1=O	-3%	3%	0%&17%
CCOC(=O)c1c(C)n(C)c2c(C)cc(O)c(OC(C)=O)c12	13µM*	9.2µM*	-19%
CCOC(=O)N1CCN(S(=O)(=O)CCNC(=O)c2ccc(OC)cc2)CC1	-16%	-15%	-9%
COc1ccccc1CN1CCN(C(=O)c2ccncc2)CC1	-48%	16%	-3%
CCOc1ccccc1NC(=O)Cc1coc2ccc(C)cc12	16µM*	?	-1%
COc1ccc(N(C)C(=O)c2onc3c2CCCC3)cc1	-7%	-7%	1%
c1cc2c(nn1)CCc1nonc1-2	-18%	8%	9%
COc1ccc(NC(=O)N(C)C[C@H]2Oc3c(NC(=O)Nc4ccccc4)cccc3C(=O)N([C@H](C)CO)C[C@@H]2C)cc1	-11%	-5%	-1%
COc1ccccc1-c1nnc(SCC(=O)O)n1-c1ccc(C)cc1	-4%	4%	-4%
O=C(Nc1ccc(N2CCN(C(=O)c3cccs3)CC2)c(Cl)c1)c1ccco1	15µM*	?	-4%[0.501 µM]
COc1cc(C(=O)Nc2c(C(=O)N3CCOCC3)oc3ccccc23)cc(OC)c1OC	?	-12%	-7%
CC1CCN(c2ccc([N+](=O)[O-])cc2C(=O)N2CCOCC2)CC1	-2%	?	-27%
CCn1c(SC(C)C(=O)NCC2CCCO2)nc2ccccc21 (centres undefined)	-23%	-4%	-12%
CCOc1ccc(CCN2CN(C3CCCCC3)CNC2=S)cc1OCC	18µM*	?	-6%
Cc1cc(C(=O)OCC(=O)Nc2ccccc2C(F)(F)F)on1	-1%	7%	0%
Fc1ccc(OCc2nnc(SCCN3CCOCC3)o2)cc1	-11%	-2%	0%
S=C(NCCC1=CCCCC1)NCc1ccco1	10µM*	16µM*	-10%
CN(Cc1ccco1)C(=O)c1ccc(CNS(=O)(=O)c2ccc3c(c2)C(C)(C)C(=O)N3C)cc1	-29%	-6%	1%
O=C(NNC(=O)c1ccc([N+](=O)[O-])cc1)c1ccncc1	-1%	9%	2%
Cc1cc([N+](=O)[O-])c(C)cc1-c1ccc(/C=N/NC(=O)c2cccnc2)o1	16µM*	16µM*	0%
Cc1ccc(CNC(=O)c2c[nH]n3c(=O)c(Cc4ccc(F)cc4Cl)c(C)nc23)cc1	?	?	35µM*
Cn1cc(Br)c(C(=O)NNC(=O)Cc2ccc(Cl)cc2)n1	-13%	2%	0%
O=C(C1CCCCC1)N1C[C@@H](O)[C@H](n2cc(-c3ccc(F)cc3)nn2)C[C@@H]1c1ccc(Cl)cc1	?	?	·
COc1ccc(CCNc2cc(C)nc3c(-c4ccccc4OC)cnn23)cc1OC	18µM*	?	-11%
COc1ccc(S(=O)(=O)N2CCN(Cc3ccc(OC)c(OC)c3)CC2)cc1	?	-35%	-1%

# Other results follow:
Compound,TDP1 cell noCPT,TDP1 cell CPT,GCN5L2 inh
N/C(=N\OC(=O)c1cccc(F)c1)c1ccccc1,-26%,0%,-15%
O=C(O)c1cccc(Nc2ccc3nonc3c2[N+](=O)[O-])c1,15%,-4%,-18%
CCCCCCn1nc(C(=O)N(CCOC)c2c(N)n(CCCC)c(=O)[nH]c2=O)c2ccccc2c1=O,?,-29%,-1%
CCCn1c(=O)c(C(=O)NCc2ccccn2)c(O)c2ccccc21,?,?,-12%
COC(=O)C1=C(O)/C(=C\c2sccc2C)N=C1C,6%,-3%,2%
NC(=O)C1(N2CCCCC2)CCN(Cc2nc(-c3cccs3)no2)CC1,1%,?,1%
O=C1c2c(Br)c(Br)c(Br)c(Br)c2C(=O)N1c1ccccn1,?,?,0%
CCOCCCNC(=O)CN1CCN(Cc2ccccc2C)C1=O,-17%,2%,-13%
CN(c1ccccc1)S(=O)(=O)c1cccc(C(=O)NCC(c2cccs2)N2CCOCC2)c1 (centres undefined),16µM*,?,·
O=C(CN1CCN(c2ccc(O)cc2)CC1)NC(=O)NCc1ccco1,-24%,3%,-7%
Cc1ccccc1-c1nccc(-n2ccnc2)n1,1%,2%,?
COc1ccc(C(=O)O/N=C(\N)c2ccccn2)cc1,-20%,-18%,-7%
CCN(CC)C(=O)N1CCN(S(=O)(=O)c2ccc(C)cc2)CC1,-25%,?,0%
Cc1ccc(C(=O)CSc2nc3cc(S(=O)(=O)N4CCOCC4)ccc3o2)cc1,?,18µM*,-7%
COC(=O)C1=CN(Cc2ccc(OC)cc2)C=C(C(=O)OC)C1c1cccs1,?,-10%,-18%
CC(=O)Nc1ccc(NC2=Nc3ccccc3N3C2=Nc2c(c(C)nn2-c2ccccc2)C3c2ccccc2)cc1 (centres undefined),2.3µM*,2.6µM*,0%
CCOC(=O)N1CCC2CC1c1cc(-c3cccc(OC)c3)ccc12 (centres undefined),?,?,·
Cc1cccc(/C(N)=N/OC(=O)N2c3ccccc3Sc3ccccc32)c1,21µM*,?,-11%
Cc1ccc(CC(=O)Nc2cc([N+](=O)[O-])ccc2F)cc1,3%,-19%,-1%
C[C@H](NC(=O)c1cc2c(cn1)[nH]c1ccccc12)C(=O)O,?,?,-9%
Cc1cc(NS(=O)(=O)c2ccc(NC(=O)CN3C(=O)c4ccccc4C3=O)cc2)nc(C)n1,18%,1%,5%
O=C(O)c1ccn[nH]1,1%,28%,·
COc1cccc(C2(CC(=O)N3CCC(c4nc5ccccc5o4)CC3)CC(=O)N(C)C2=O)c1 (centres undefined),1%,7%,·
Cc1cccc(CCNC(=O)C2CCN(S(=O)(=O)c3c(C)noc3C)CC2)c1,?,?,0%
CCOC(=O)c1ccc2[nH]c(C)c(CN3CCN(C)CC3)c(=O)c2c1,1%,13%,·
Cc1ccc(/C=N/NC(=O)c2nnn(-c3nonc3N)c2CN(C)c2ccccc2)s1,-14%,-23%,3%
CCC(C)(C)NC(=O)CN(C(=O)CCC(=O)Nc1cc(C)ccn1)c1ccc2c(c1)OCO2,-14%,-5%,-21%
COCCNC(=O)C(c1ccc(O)cc1)N(C(=O)CCC(=O)Nc1nccs1)c1cccc(C)c1 (centres undefined),-1%,-8%,-3%
Cc1ccccc1CSc1nn2c(=O)c(C)nnc2s1,4%,0%,-7%
CCCc1ccccc1OCCNS(=O)(=O)c1cc2c(cc1C)OCC(=O)N2,12µM*,15µM*,-4%
Cc1cc(C(F)F)n2ncc(C(=O)NCc3ccccc3F)c2n1,?,-12%,-4%
O=[N+]([O-])c1ccc(Cl)c(/C=N/N2CCN(c3ccccc3)CC2)c1,-13%,-15%,0%
COc1ccccc1NC(=O)Oc1cccc(OC(=O)c2ccccc2)c1,3%,2%,-2%
COc1ccc(-n2ccnc2SCC(=O)NC2CCCC2)cc1,0%,-27%,-1%
COc1cc(/C=N/Nc2nn3cnnc3c3ccccc23)cc(OC)c1OC,16µM*,10µM*,-13%
CCc1ccc(-c2ccc(C(=O)O)cc2)nc1,-3%,-1%,-7%
COCC(C)NC(=O)c1cc(-c2ccc(OC)c(OC)c2)on1 (centres undefined),8%,-9%,-5%
CCC/C=C/c1ccc(CN2C(C)C(=O)N(Cc3cn(CCOCOC)nn3)CCS2(=O)=O)cc1 (centres undefined),?,-13%,·
CC(=O)N(Cc1ccc2c(c1)OCO2)C1CC(=O)N(CCc2ccccc2)C1=O (centres undefined),-7%,-16%,-3%
Cc1nc2cc(Cl)c(Cl)cc2n1CCCO,-15%,-5%,-6%
FC(F)(F)c1ccccc1-c1cncnc1NCCc1cnc[nH]1,?,?,-3%
O=C(c1ccccc1)C1(c2ccccc2)OC1c1ccccc1 (centres undefined),-26%,-22%,·
Cc1ccc(-c2ccc(/C=N/N=C3/NC(=O)C(CC(=O)O)S3)o2)c([N+](=O)[O-])c1 (centres undefined),1%,2%,-13%
CCOC(=O)Cc1ccc(Nc2nc(NCc3ccccc3)nc3ccsc23)cc1,15µM*,23µM*,·
COC(=O)c1sccc1NC(=O)NC1CCCCC1,?,-26%,-6%
CCC(C)(C)C1CCC2(CC1)NC(=O)N(CC(=O)N1CCN(S(=O)(=O)c3cc(C)ccc3C)CC1)C2=O (centres undefined),?,?,-13%
Cc1ccc(C(=O)NCCc2ccccc2)cc1S(=O)(=O)N1CCOCC1,-2%,5%,-3%
Cc1ccc2nc(SCC(=O)N3CCCCC3)nc(=O)n2c1,-3%,-20%,-6%
N#CCCn1cc(CNC2CCC(O)CC2)c2ccccc21 (centres undefined),-10%,7%,-3%
CC1CCCC(C)N1C(=O)COC(=O)c1ccc([N+](=O)[O-])o1 (centres undefined),0%,?,4%
COc1ccc(-c2ccc3c(c2)S(=O)(=O)c2cccc(C(=O)NC4CC4)c2C3=O)cc1OC,-27%,?,?
COc1ccc(C(=O)NCCCN(C)CCCNC(=O)c2ccc(OC)cc2)cc1,16%,-13%,-8%
C=CCn1c(O)c2ccc(C(=O)N=NC(=O)c3ccc(F)cc3)cc2c1O,3%,-8%,1%
CC1CCCCC1NC(=O)CN1CCN(S(=O)(=O)c2ccc(Br)s2)CC1 (centres undefined),-29%,?,-14%
O=C(NNc1nc(Nc2ccccc2)nc(N2CCOCC2)n1)Nc1ccc(Cl)cc1,?,21µM*,0%
Cc1cccc(NC(=O)c2ccc3nsnc3c2)c1C,-27%,-6%,17%
CCCCNc1c(-c2cccc(OC)c2)nc2nc(C)cc(C)n12,16µM*,18µM*,·
CCOc1ccccc1-n1c(N)c(C(N)=O)sc1=S,-3%,13%,-10%
O=C(Cc1ccc(Cl)cc1)NCc1ccccc1Cl,?,-15%,-8%
COc1cc2c(cc1OC)C1C(C(=O)Nc3ccccc3N3CCN(C)CC3)c3ccccc3C(=O)N1CC2 (centres undefined),1%,1%,-4%

# The list is partial; the hit share may differ from the screen's.
